XBP1 UPR activ: adaptive UPR (XBP1) activation; CHO-XBP1 luciferase reporter, IRE1-XBP1 UPR activation, luminescence; percent of tunicamycin response, DMSO as zero; activation, % at 20 µM; actives 0.33% (n = 330,000); AID 463104;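 active means versus positive control, 20 µM dose yields 30% or more activation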;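 further: 100% = tunicamycin at 10 µg/mL and 0% = DMSO only wells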
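Material: CHO-XBP1 cells stably carrying IRE1-XBP1-driven luciferase reporter | Medium: F12 with 10% serum | Compound dosing: 20 µM single concentration, DMSO 1% | Incubation: Overnight seeding at 37 °C, 6 h compound treatment at 37 °C | Detection: Steady-Glo luminescence read | Read-out basis: % activation of reporter signal versus tunicamycin and DMSO controls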
Mdm2 MdmX PPI: human Mdm2/MdmX binding inhibition; O15151+Q00987; SaOS-2 split-luciferase Mdm2/MdmX complementation, luminescence; inhibition, % at 8 µM; actives 3% (n = 330,000); AID 485346;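 active means inhibition of at least 50% at 8 µM in the primary screen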
Jurkat NFkB inh: inhibitors of the PMA/ionomycin-induced NF-kB reporter in Jurkat cells | PMA/ionomycin-induced NF-kB luciferase reporter, luminescence | AID 435003 | actives 0.53% (n = 330,000) | inhibition, % at 4 µM; in the data active means inhibition above about 50%
tim23-1 inh: growth inhibitors of tim23-1 mutant yeast. S. cerevisiae tim23-1 growth, BacTiter-Glo luminescence, 24 h. inhibition, % at 20 µM. actives 1.3% (n = 330,000). AID 463212;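 active means growth inhibition of the mutant yeast at or above 50%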;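 further: temperature-sensitive mutant grown at 25 °C; plate controls were DMSO-treated mutant yeast for no effect and medium wells lacking yeast for full effect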
697 NFkB inh: inhibitors of the PMA/ionomycin-induced NF-kB reporter in 697 B cells. 697 B-cell NF-kB luciferase reporter, 16 h. inhibition, % at 4 µM. actives 0.33% (n = 330,000); in the data active means inhibition above about 35%
APJ ag: APJ receptor agonism | activation, % at 20 µM | actives 0.11% (n = 330,000) | AID 2520 | CHO-K1 APJ PathHunter beta-arrestin, luminescence; 0% DMSO wells, 100% apelin;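 active means activation more than six SD over the plate average, tested at 20 µM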;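 further: 0% = DMSO alone and 100% = apelin-13 at 10 nM; some results filed as inactive read as strong as hits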
Target sequence (P35414 whole entry, looked up): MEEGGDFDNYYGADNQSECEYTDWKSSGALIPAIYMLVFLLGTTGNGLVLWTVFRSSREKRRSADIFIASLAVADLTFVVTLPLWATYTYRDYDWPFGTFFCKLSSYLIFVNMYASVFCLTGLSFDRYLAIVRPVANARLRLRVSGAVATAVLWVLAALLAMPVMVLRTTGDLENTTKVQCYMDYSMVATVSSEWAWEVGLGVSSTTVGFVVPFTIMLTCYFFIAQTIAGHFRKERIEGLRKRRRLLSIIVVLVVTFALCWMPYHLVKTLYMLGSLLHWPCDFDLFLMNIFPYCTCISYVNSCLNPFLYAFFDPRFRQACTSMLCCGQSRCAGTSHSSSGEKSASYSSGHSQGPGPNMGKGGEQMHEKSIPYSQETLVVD
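system = engineered CHO-K1 APJ arrestin reporter cells | input = 1000 cells per well | timing = overnight seeding, 90 min compound at 25 °C, 1 h detection | measured by = enzyme-fragment complementation luminescence | read-out = beta-arrestin recruitment to APJ as agonist activity, luminescent signal | control set = negative DMSO alone, positive Apelin-13 at 10 nM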
CHOP UPR activ: activators of apoptotic arm of unfolded protein response (CHOP) | CHO-CHOP luciferase reporter, UPR activation, luminescence; percent of tunicamycin response over DMSO baseline | activation, % at 10 µM | actives 0.34% (n = 330,000) | AID 449763;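 active means at 10 µM dose, activation of 40% or more, normalized to positive control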;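 further: 100% = tunicamycin at 10 µg/mL and 0% = DMSO alone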
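measured by = luciferase luminescence | assay system = CHO-CHOP cells, stable luciferase reporter of PERK-eIF2a-CHOP signalling | amount = 500 reporter cells seeded per well | timing = 6 h compound exposure at 37 °C after overnight seeding | controls = positive tunicamycin 10 µg/mL, negative DMSO alone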
APJ antag: APJ receptor antagonism. inhibition, % at 20 µM. P35414. actives 0.32% (n = 330,000). AID 2521. CHO-K1 APJ beta-arrestin complementation, luminescence;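 active means inhibition above about 40% at 20 µM, limit read from the data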;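 further: cells challenged with 10 nM apelin-13 agonist together with compound; plate controls were apelin-13 plus DMSO wells for no effect and DMSO wells lacking apelin-13 for full effect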
* = called active by the depositor.

mol,XBP1 UPR activ,Mdm2 MdmX PPI,Jurkat NFkB inh,tim23-1 inh,697 NFkB inh,APJ ag,CHOP UPR activ,APJ antag
Cc1cc(C)c(NC(=O)c2cn3c4c(c(N5CCN(C)CC5)c(F)cc4c2=O)OCC3C)c(C)c1 (stereo not drawn),2,43,5,15,-22,2,3.7,11
Cc1ccc(S(=O)(=O)CC(CN2CCOCC2)N2CCOCC2)cc1 (stereo not drawn),4,-30,-2,-5,-12,-4,-0.2,6
CCc1ccc(C(=O)COC(=O)CNC(=O)COc2ccccc2)cc1,2,-3,-8,22,-8,-2,-0.2,1
Cc1ccc(C(=O)NCCC(=O)NCc2ccco2)cc1,-4,8,-8,-1,0,1,-0.2,-15
COc1cccc(C(c2nnnn2CC2CCCO2)N2CCN(C(=O)c3ccco3)CC2)c1OC (stereo not drawn),-1,28,-4,15,18,-2,0.5,10
COc1cc(/C=C2/C(=O)NN(c3ccccc3)C2=O)cc(Br)c1O,1,5,-40,19,5,-6,0.6,34
CC(C)(C)C(=O)NC(=S)Nc1sc2c(c1C(N)=O)CCC2,3,-63,-24,10,-26,-4,9.7,22
COc1ccccc1N1CCN(C(=O)c2ccc(NC(C)=O)cc2)CC1,-6,14,-3,-13,-4,-1,-0.1,12
CN(C)S(=O)(=O)c1cccc(NC(=O)COC(=O)c2cccn2C)c1,-1,1,8,9,10,-1,-0.1,-4
CS(=O)(=O)c1ccccc1-c1csc(N2CCC(C(N)=O)CC2)n1,9,-65,12,4,-80,-2,3.3,9
CCCNc1nc(Cl)nc(NC(C)(C)C)n1,2,12,-12,9,-13,-1,0.2,-5
CC(C)C(NC(=O)CN1C(=O)c2cccc3cccc1c23)C(C)C,-1,20,10,20,7,-1,9.4,17
COc1ccc(N(CC(=O)N2CCN(Cc3ccc4c(c3)OCO4)CC2)S(C)(=O)=O)cc1OC,1,1,-19,5,-29,-1,-1.9,-11
CCOc1ccccc1NC(=O)CN1C(=O)C(=O)N(Cc2ccco2)C1=O,-1,-4,-4,-1,-5,1,-0.3,10
COc1ccc(-c2noc(-c3ccccc3C(=O)NCc3ccco3)n2)cc1,2,26,-17,7,-5,1,-1.4,-2
O=C(O)C(=O)/C(=C\c1ccc(Cl)cc1)c1ccc2ccccc2n1,0,-33,-156,20,-84,-2,1.3,9
COc1cc(OC)c(C(=O)CCC(=O)O)cc1OC,-3,-12,-2,-1,-7,-3,4.0,5
O=C(N/N=C/c1cccc2ccccc12)c1cccnc1,-3,9,-15,1,2,-3,1.3,-1
O=C(CN1CCN(Cc2ccccc2)CC1)Nc1cccc(Br)c1,1,14,6,7,1,-1,1.2,15
COc1ccccc1OCc1ccc(C(=O)OCC2CCCO2)o1 (stereo not drawn),0,10,18,0,-4,-3,-0.7,3

Among those listed so far, these contain bromine.
mol,XBP1 UPR activ,Mdm2 MdmX PPI,Jurkat NFkB inh,tim23-1 inh,697 NFkB inh,APJ ag,CHOP UPR activ,APJ antag
COc1cc(/C=C2/C(=O)NN(c3ccccc3)C2=O)cc(Br)c1O,1,5,-40,19,5,-6,0.6,34
O=C(CN1CCN(Cc2ccccc2)CC1)Nc1cccc(Br)c1,1,14,6,7,1,-1,1.2,15

Remaining list, next part
mol,XBP1 UPR activ,Mdm2 MdmX PPI,Jurkat NFkB inh,tim23-1 inh,697 NFkB inh,APJ ag,CHOP UPR activ,APJ antag
CCN(C(=O)COC(=O)COc1ccccc1Cl)c1c(N)n(Cc2ccccc2)c(=O)[nH]c1=O,-1,-13,10,9,4,0,-0.8,4
Cc1ccc(S(=O)(=O)N(C)C)cc1NC(=O)C(C)OC(=O)C1CCCC1 (stereo not drawn),-2,10,18,-4,25,4,2.7,-3
COc1cc(/C=N/NC(=O)COc2ccc(C)cc2)ccc1OC(=O)c1cccs1,2,-11,-16,18,-7,-1,3.3,5
O=C(Cn1nnc(-c2ccccc2F)n1)NCc1ccco1,1,-2,0,10,19,-2,1.1,4
COc1ccc(-c2c3c(=O)n(C)c(=O)n(C)c3cn2Cc2cccnc2)cc1,-5,5,-1,15,5,-4,0.7,4
COCCCOc1ccnc(CS(=O)c2nc3ccccc3[nH]2)c1C (stereo not drawn),-3,-16,-32,12,-59,-2,5.4,21
CCN(C[C@H]1N[C@@](C)(C(=O)OC)[C@H]2C(=O)N(Cc3ccccc3)C(=O)[C@@H]12)S(=O)(=O)c1ccc(C(C)(C)C)cc1,5,37,10,18,2,-3,0.0,6
CCOC(=O)C1(C)NC(c2cc(OC)c(OC)c(OC)c2)C2C(=O)N(CC)C(=O)C21 (stereo not drawn),0,0,-5,-3,4,-4,-1.6,3
CCC(C)c1ccccc1N1CC(C(=O)NCCC2=CCCCC2)CC1=O (stereo not drawn),-3,1,11,16,3,-4,-0.7,-7
O=C(CSc1nnc(CNC(=O)c2c(F)cccc2Cl)o1)Nc1ccccc1,-1,-16,-13,0,-6,2,0.5,-6
O=C(c1ccc(Cl)s1)N1CCc2ccccc21,-1,-147,-116,16,-67,-3,3.9,-17
Cc1ccc2c(c1)N(CC(=O)N1CCCCCC1)C(=O)CO2,0,6,-6,8,21,-2,-1.2,15
CCOC(=O)c1cccc(NC(=O)/C=C/c2ccc3c(c2)OCO3)c1,-2,2,14,24,-38,-1,2.6,6
CCOC(=O)C1(CC2CC2)CCN(Cc2ccc3cccc(F)c3n2)CC1,1,3,3,19,2,-3,2.4,-4
Cc1ccc(C)c(N2CCN(C(=O)c3cc(S(=O)(=O)N4CCCC4)cn3C)CC2)c1,26,21,-1,18,8,-2,0.6,-1
CCOC(=O)N1CCN(C(=O)c2ccc(C#CC3(O)CCCCC3)cc2)CC1,-3,0,-14,5,-106,-1,-2.8,-6
Cc1ccccc1NC(=O)C1Cc2ccccc2CN1C(=O)c1ccco1 (stereo not drawn),-1,-12,-51,20,-58,-3,5.4,12
O=C(C1=NN[C@@H]2C(=O)N(c3ccccc3C(F)(F)F)C(=O)[C@H]12)c1ccc2ccccc2n1,-7,-22,0,17,-10,-6,3.3,-1
Cc1c(N/C(=N/S(=O)(=O)c2ccc(Cl)cc2)c2ccccc2)c(=O)n(-c2ccccc2)n1C,-1,8,-13,12,-3,1,-0.9,-1
O=C(OCCOc1ccccc1)c1n[nH]c2ccccc12,1,-97,-90,12,-123,-3,5.7,-5

Additional compounds
mol,XBP1 UPR activ,Mdm2 MdmX PPI,Jurkat NFkB inh,tim23-1 inh,697 NFkB inh,APJ ag,CHOP UPR activ,APJ antag
COc1ccc(Cl)cc1C(=O)Nc1ccc2c(c1)OCO2,4,-28,-66,38,-71,-7,3.8,-9
O=C(Cc1ccccc1)Nc1ccc2c(c1)C(=O)N(CC1CCCO1)C2=O (stereo not drawn),-1,16,-27,16,-4,-1,1.8,20
O=P(c1ccccc1)(c1ccccc1)c1nc(-c2ccc(Cl)cc2)oc1N1CCOCC1,6,16,3,25,10,-2,-2.9,2
Cc1ccccc1NC(=O)c1ccc(S(=O)(=O)N(C)C)cc1,-3,7,-4,6,2,-2,-1.7,14
O=S(=O)([O-])CCC[n+]1c(SCCCS(=O)(=O)O)sc2ccc(Cl)cc21,0,7,-5,4,-1,-1,-0.6,-6
CC(C)OCCCNC(=O)c1cccc(NC(=O)c2ccccc2)c1,0,-6,-1,2,-13,2,2.0,3
CCCCOc1ccccc1C(=O)N(Cc1ccc(C)o1)C1CCS(=O)(=O)C1 (stereo not drawn),-2,11,-13,8,-20,-6,-2.1,14
CN(c1cccc(NC(=O)COc2ccccc2)c1)S(C)(=O)=O,0,-18,-57,12,13,3,1.1,-5
COc1ccc(NC(=O)c2cc3ccccc3o2)cc1S(=O)(=O)N1CCCCC1,-6,34,-8,-2,-6,1,-0.4,4
Cc1cc(C)c(S(=O)(=O)N2CCN=C2c2ccccc2)c(C)c1,-5,-3,-3,28,3,-3,0.5,0
COc1ccc(CCNC(=O)C2CCN(S(=O)(=O)c3ccc(C)cc3)CC2)cc1OC,-4,9,2,1,11,2,-0.8,-11
O=C(c1cccs1)N1CCC(c2nc3ccccc3s2)CC1,-2,5,1,29,2,-3,0.5,0
O=C(CCC(=O)c1ccc(F)cc1)NN1C(=O)NC2(CCCCC2)C1=O,-4,8,9,6,7,1,2.9,3
CCCCn1c(N)c(N(CC)C(=O)c2cccc(OCc3ccccc3)c2)c(=O)[nH]c1=O,-4,21,-3,10,4,-3,-2.9,2
O=C(O)C1CCC(N2C(=O)C3C4CCC(C4)C3C2=O)CC1 (stereo not drawn),-2,10,-14,-3,2,-2,0.3,-13
COc1cc(OC)cc(-c2nc3ccccc3c(=O)n2OC(=O)c2ccccc2C)c1,22,17,-7,44,19,-4,-0.4,-1
CC(C)(C)C(CCl)C(=O)NN=C(c1ccccc1)c1ccccc1 (stereo not drawn),0,-17,-6,12,-13,1,2.3,-2
O=C(NCc1ccc2c(c1)OCO2)c1ccc(S(=O)(=O)N2CCCCC2)cc1,1,15,15,-13,3,-2,-2.4,21
Cc1ccc(-c2nn(-c3ccc(F)cc3)cc2C(=O)NCCCN2CCCC2=O)cc1,0,13,20,20,-4,7,1.9,-13
Cc1onc(-c2c(Cl)cccc2Cl)c1C(=O)N1C(C)CCCC1C (stereo not drawn),-1,23,-5,33,-3,1,0.3,6

Sorted by the number under Jurkat NFkB inh (ascending): some entries from above
compound	Mdm2 MdmX PPI	Jurkat NFkB inh	697 NFkB inh	APJ antag
CC(C)(C)C(CCl)C(=O)NN=C(c1ccccc1)c1ccccc1 (stereo not drawn)	-17	-6	-13	-2
O=C(c1cccs1)N1CCC(c2nc3ccccc3s2)CC1	5	1	2	0
Cc1ccc(-c2nn(-c3ccc(F)cc3)cc2C(=O)NCCCN2CCCC2=O)cc1	13	20	-4	-13

(next part)
mol,XBP1 UPR activ,Mdm2 MdmX PPI,Jurkat NFkB inh,tim23-1 inh,697 NFkB inh,APJ ag,CHOP UPR activ,APJ antag
COC(=O)c1ccc(CO/N=C/c2ccccc2OC)cc1,0,6,-8,5,-4,-2,1.1,2
O=C(Nc1ccccc1Sc1ccccc1)c1ccc(F)cc1,-2,12,-2,0,-8,0,-3.7,13
CC(C)c1ccc(/C=C/c2[nH]c(=O)[nH]c(=O)c2[N+](=O)[O-])cc1,-2,-12,-109,2,-147,-1,0.4,-27
CCCSc1nnc(NC(=O)CSc2sc3c(O)cc(=O)[nH]c3c2C#N)s1,-3,5,-3,10,4,0,-1.6,-38
CCN(CCCC(=O)c1ccc(F)cc1)CCc1ccccc1,2,15,-6,-7,-15,-4,-0.9,18
Cc1cc2c(ncn2C)c(NS(=O)(=O)c2cc(Cl)ccc2Cl)c1C,2,19,7,29,-9,6,-0.5,-3
COC(=O)CN1C(=O)C2(C(C#N)=C(N)Oc3n[nH]c(-c4cccs4)c32)c2ccccc21 (stereo not drawn),-2,-12,13,4,7,6,2.1,-9
CC1=NN(c2ccccc2)C(=O)/C1=C/c1c(C)[nH]n(-c2ccc(C)cc2)c1=O,-1,-22,3,4,16,-5,-0.2,-12
CCCCNC(=O)c1cc(-c2ccc(F)cc2)on1,3,-112,-85,15,-28,2,3.1,-18
Cc1ccccc1C(=O)Nc1ccc(S(=O)(=O)Nc2onc(C)c2C)cc1,3,20,-3,3,15,-3,1.6,7
Cc1sc2nc(SCC(=O)N3CCCCC3)[nH]c(=O)c2c1C,4,4,9,30,7,-2,1.2,12
CC1CCCCC12NC(=O)N(CC(=O)c1ccc(Cl)s1)C2=O (stereo not drawn),-3,21,-18,2,-5,-6,0.0,-33

Screens deposited in PubChem by Sanford-Burnham Center for Chemical Genomics.
